BLM helicase inh: blocks DNA unwinding by human BLM helicase; recombinant BLM DNA unwinding, fluorescence dequenching; Potency, µM (doses to about 56.1 µM), for the others: top-dose activity change, negative = inhibition, actives largely listed as inhibitors; actives 0.2% (n = 350,000); AID 2528;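 further: potency means the concentration at half of the fitted maximal effect; plate controls were vehicle for no effect and no enzyme for full effect; nearly all actives have a fitted effect of over 35% in size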
Target sequence (P54132 whole entry, looked up): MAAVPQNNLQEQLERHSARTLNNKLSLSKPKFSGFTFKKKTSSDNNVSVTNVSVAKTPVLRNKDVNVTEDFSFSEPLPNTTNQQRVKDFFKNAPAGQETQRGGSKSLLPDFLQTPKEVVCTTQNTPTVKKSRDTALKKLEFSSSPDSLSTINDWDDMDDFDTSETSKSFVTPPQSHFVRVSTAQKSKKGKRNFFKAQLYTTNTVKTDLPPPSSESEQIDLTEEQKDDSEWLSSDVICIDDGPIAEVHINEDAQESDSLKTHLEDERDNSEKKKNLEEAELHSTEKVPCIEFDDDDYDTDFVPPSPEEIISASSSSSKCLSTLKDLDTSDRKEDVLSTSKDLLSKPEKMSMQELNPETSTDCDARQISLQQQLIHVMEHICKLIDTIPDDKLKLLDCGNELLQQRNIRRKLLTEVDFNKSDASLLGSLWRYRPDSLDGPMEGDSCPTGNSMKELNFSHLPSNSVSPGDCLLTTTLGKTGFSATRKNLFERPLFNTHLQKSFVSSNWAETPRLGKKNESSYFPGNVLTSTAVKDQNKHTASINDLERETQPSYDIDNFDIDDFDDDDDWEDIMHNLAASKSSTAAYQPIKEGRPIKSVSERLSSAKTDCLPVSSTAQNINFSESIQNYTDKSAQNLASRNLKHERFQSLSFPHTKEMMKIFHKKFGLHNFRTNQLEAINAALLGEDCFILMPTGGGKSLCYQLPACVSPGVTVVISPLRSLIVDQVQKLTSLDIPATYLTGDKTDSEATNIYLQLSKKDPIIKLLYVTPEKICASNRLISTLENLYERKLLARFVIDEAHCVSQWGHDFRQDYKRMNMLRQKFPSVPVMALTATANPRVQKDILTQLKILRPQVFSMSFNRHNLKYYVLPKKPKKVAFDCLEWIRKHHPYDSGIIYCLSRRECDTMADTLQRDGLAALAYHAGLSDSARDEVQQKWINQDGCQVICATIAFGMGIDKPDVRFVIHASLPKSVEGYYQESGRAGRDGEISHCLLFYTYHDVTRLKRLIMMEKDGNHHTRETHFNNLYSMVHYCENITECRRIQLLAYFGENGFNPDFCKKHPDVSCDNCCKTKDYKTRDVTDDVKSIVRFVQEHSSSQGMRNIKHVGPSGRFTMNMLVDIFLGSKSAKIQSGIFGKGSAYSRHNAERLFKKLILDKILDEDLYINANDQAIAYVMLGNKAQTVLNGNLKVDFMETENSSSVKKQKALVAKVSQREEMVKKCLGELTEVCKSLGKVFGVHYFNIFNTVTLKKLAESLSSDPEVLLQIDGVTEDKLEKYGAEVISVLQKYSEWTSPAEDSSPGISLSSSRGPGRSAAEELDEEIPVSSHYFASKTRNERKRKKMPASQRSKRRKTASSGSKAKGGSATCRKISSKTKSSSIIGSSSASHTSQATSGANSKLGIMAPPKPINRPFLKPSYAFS
Pol kappa inh: DNA polymerase kappa (human) inhibition; Q9UBT6; purified Pol kappa, fluorescent DNA synthesis assay, 10 min; Potency, µM (doses to about 107 µM), without a hit: at the top dose activity, negative = inhibition, most hits filed as inhibitors; actives 0.53% (n = 400,000); AID 588579; further: potency means the concentration at half of the fitted maximal effect
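Pol kappa 10 nM + cpd, 15 min RT; start w/ substrate 50 nM final; fluorescence kinetic read, 0 and 10 min. Neg ctrl: buffer, no enzyme.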
Pol eta inh: DNA polymerase eta (human) inhibition; Q9Y253; actives 1.2% (n = 390,000); Potency, µM (top dose mostly 114 µM), for inactives: at the top dose activity change, negative = inhibition, most hits filed as inhibitors; recombinant Pol eta, fluorescent DNA replication assay; further: potency means the concentration at half of the fitted maximal effect
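Pol eta (10 nM) was preincubated with compounds for 15 min at room temperature, after which fluorescent replication substrate (50 nM final) was added to start the reaction. Fluorescence was read kinetically at 0 and 10 min.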
Tb PGK inh: T. brucei PGK inhibition. P07378. PGK/GAPDH coupled, Kinase-Glo luminescence, 60 min. Potency, µM (highest dose often 57.5 µM), for inactives: top-dose activity change, negative = inhibition, actives largely listed as inhibitors. actives 0.043% (n = 380,000); further: potency means the concentration at half of the fitted maximal effect; nearly all actives have a fitted effect of over 60% in size
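Recombinant glycosomal PGK reaction used 1,3-bisphosphoglycerate generated in-well by GAPDH (100nM final) in 100mM TEA pH 7.6, 5mM MgCl2, 0.01% Tween-20. After 60 minutes at room temperature, ATP was read by Kinase-Glo Plus luminescence end-point.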
RXFP1 antagonist: blocks the human relaxin receptor RXFP1. Q9HBX9. HEK293-RXFP1, relaxin-stimulated cAMP HTRF, 30 min; hits give low values. activity change, negative = inhibition, % at 57.5 µM. actives 0.59% (n = 350,000). AID 1259400;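 active means activity change of -60% or lower, but not beyond a set lower limit; inconclusive means change between -60% and -40%, or beyond the set limit; inactive means change above -40%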
Numbers without * were called inactive; i = inactive; ? = inconclusive; / = not tested or not shown; [ ] = remark or other dose. Unless noted, the call rests on the fitted dose curve; in most records, active means well fitted curve in the direction sought with a large enough effect; inconclusive means small, poorly fitted or top-dose-only effect, or another doubt; inactive means no such curve, though single readings can be large; an effect the other way counts as inactive or inconclusive. Unless noted, on the % scale 0 is the no-effect control and ±100 the full control effect.

| BLM helicase inh | Pol kappa inh | Pol eta inh | Tb PGK inh | RXFP1 antagonist | compound |
| --- | --- | --- | --- | --- | --- |
| 112%[activator] | -6%[19.4 µM] | / | / | 19 | CC(=O)O[C@H]1C[C@@H]2CC[C@@H]3[C@H](CC[C@@]4(C)[C@H]3C[C@H]([N+]3(C)CCCCC3)[C@@H]4OC(C)=O)[C@@]2(C)C[C@@H]1N1CCCCC1 |
| -4% | -1%[19.4 µM] | / | / | -18 | CC(C)(C)CC(C)(C)c1ccc(O)c(-n2nc3ccccc3n2)c1 |
| -2% | -2%[19.4 µM] | / | / | -14 | CCOC(=O)c1c(C)n(C)c2ccc(O)cc12 |
| 3% | 7%[19.4 µM] | / | / | -10 | C[C@]12CCC(=O)C=C1CC[C@H]1[C@@H]3CC[C@](O)(C(=O)CO)[C@@]3(C)C[C@H](O)[C@@]12F |
| ? | 24µM* | / | / | 7 | O=Cc1ccccc1C=O |
| 3% | 2%[19.4 µM] | / | / | -17 | Cc1cccn2c(=O)c(-c3nnn[nH]3)cnc12 |
| -2% | 4%[60.1 µM] | / | / | 9 | CCCCCCCCCCC(CO)CCCCCCCC (centres undefined) |
| 2% | 2%[19.4 µM] | / | / | 16 | CC(C)CCCC(C)N (centres undefined) |
| 3% | 0%[19.4 µM] | / | / | -14 | C[N+]1(CC2COC(c3ccccc3)(C3CCCCC3)O2)CCCCC1 (centres undefined) |
| 0% | 9%[19.4 µM] | / | / | -8 | NC(=O)NS(=O)(=O)c1ccc(N)cc1 |
| 0% | 5%[19.4 µM] | / | / | -16 | O=C(/C=C/c1ccccc1)NCCO |
| / | / | -6% | 3% | -10 | C[C@H](NC(=O)C1CCN(S(=O)(=O)c2ccccc2)CC1)C(=O)NC1CC1 |
| / | / | -10% | -2% | 4 | COc1ccc(NC(=O)N(C)[C@H]2C[C@H]3c4[nH]c5ccccc5c4CCN3C(=O)[C@H]2CO)cc1 |
| / | / | -8% | 2% | -8 | CC(C)C1C(=O)N(Cc2cn(Cc3ccco3)nn2)CCS(=O)(=O)N1Cc1ccc(-c2ccc(Cl)c(Cl)c2)cc1 (centres undefined) |
| / | / | -17% | -6% | 1 | Cc1cccc(NC(=O)COC(=O)CN2C(=O)C3CCCCC3C2=O)c1C (centres undefined) |
| / | / | 3% | -2% | 11 | Cn1c(=O)c2c(-c3ccccc3)n(-c3ccccc3N)cc2n(C)c1=O |
| / | / | -10% | -7% | -19 | CCN(CC)CCN(C(=O)c1ccc2c(c1)CCCC2)c1nc2c(OC)cccc2s1 |
| / | / | -8% | 0% | -6 | Cc1ccccc1CN(C)C[C@@H]1OCc2cnnn2CCCC(=O)N([C@@H](C)CO)C[C@H]1C |
| / | / | -2% | -4% | 15 | C[C@@H]1CN([C@@H](C)CO)C(=O)CCCn2nncc2CO[C@H]1CN(C)S(=O)(=O)c1ccccc1C#N |
| / | / | -2% | 0% | 0 | O=C(NCc1nnnn1-c1ccc(Cl)cc1)C1CC(=O)N(c2ccc(F)cc2)C1 (centres undefined) |
| / | / | -10% | -7% | -3 | Cc1ccc([C@H]2N[C@]3(CCCN(Cc4ccc(F)cc4)C3=O)[C@H]3C(=O)N(C)C(=O)[C@@H]23)cc1 |
| / | / | -5% | -7% | -17 | C[C@@H]1CN([C@@H](C)CO)S(=O)(=O)c2ccc(C#CC(C)(C)O)cc2O[C@H]1CN(C)C(=O)C1CCCCC1 |
| / | / | -1% | -2% | 9 | O=C(Cn1cc(F)c(=O)[nH]c1=O)c1ccco1 |
| / | / | -16% | -8% | 2 | C[C@H](CO)N1C[C@H](C)[C@@H](CN(C)Cc2ccc(Oc3ccccc3)cc2)OCc2cnnn2CCCC1=O |
| / | / | -19% | -12% | -2 | COc1ccc(S(=O)(=O)N2CCOC2CNC(=O)C(=O)NCc2ccccn2)cc1OC (centres undefined) |
| / | / | 2% | -1% | -6 | CCCCN1C(=O)C(CC(=O)NC2CCCC2)CC(C(=O)N(C(C)C)C(C)C)=C1C (centres undefined) |
| / | / | -14% | -1% | 1 | CN(C)S(=O)(=O)n1cc(/C=C(\NC(=O)c2ccccc2F)C(=O)NCCN2CCOCC2)c2ccccc21 |
| / | / | -15% | 2% | 8 | CCCC#Cc1cnc2c(c1)C(=O)N([C@H](C)CO)C[C@@H](C)[C@@H](CN(C)C(=O)Nc1cccc(F)c1)O2 |
| / | / | -7% | -4% | -4 | COc1ccc(CNC(=O)C2CCN(S(=O)(=O)c3ccc(N4CCCC4=O)cc3)CC2)cc1 |
| / | / | -1% | i | 5 | C[C@@H](O)CNC(=O)c1[nH]cnc1C(=O)Nc1cccc(Cl)c1 |
| / | / | -5% | -13% | 5 | COc1ccc(NC(=O)N(C)C[C@@H]2OCc3cn(nn3)CCCC(=O)N([C@H](C)CO)C[C@H]2C)c(OC)c1 |
| / | / | -21% | 0% | -2 | CC1C(=O)N(Cc2cn(CC3CCCCC3)nn2)CCS(=O)(=O)N1Cc1ccc(-c2cccc(CO)c2)cc1 (centres undefined) |
| / | / | -16% | -9% | -5 | O=C(N/N=C/c1ccc(N2CCOCC2)s1)c1ccc(O)cc1 |
| / | / | -7% | -3% | 0 | COc1cc(C)ccc1OCc1cc(C(=O)NC(c2ccccn2)C(F)(F)F)no1 (centres undefined) |
| / | / | -16% | -7% | 2 | COc1ccc(NC(=O)CCCOc2ccc(C)cc2)cc1S(=O)(=O)N1CCCCC1 |
| / | / | -7% | 2% | -2 | COc1ccc2c([N+](=O)[O-])c(N3CCOCC3)[nH]c2c1 |
| / | / | -4% | -5% | -5 | CC(=O)c1ccc(OCC(=O)Nc2nnc(C3CC3)s2)cc1 |
| / | / | -2% | i | 2 | CCN(CC(=O)Nc1c(F)cccc1F)C(=O)CCCN1C(=O)c2cccc3cccc(c23)C1=O |
| / | / | -11% | 3% | 3 | COc1ccc(OCc2nnc(SCC(=O)Nc3oc(C)c4c(C)n[nH]c(=O)c34)n2C)cc1 |
| / | / | -3% | -1% | -6 | NC(=O)C(CCc1nc2ccccc2[nH]1)NS(=O)(=O)c1ccccc1 (centres undefined) |
| / | / | 4% | -2% | 0 | N#CC(C#N)c1ccnc2ccccc12 |
| / | / | -1% | -5% | 8 | O=C(Nc1cc(F)ccc1F)c1ccc2c(=O)n3c(nc2c1)CCC3 |
| / | / | -17% | -7% | 1 | CCn1cc(CN2CCCC(C(=O)Nc3cccc(-n4cccn4)c3)C2)cn1 (centres undefined) |
| / | / | -20% | 7% | -1 | CC(=O)c1ccc(OCC(=O)N(C)C2CCS(=O)(=O)C2)cc1 (centres undefined) |
| / | / | -1% | 0% | 1 | COc1ccc(CCC(=O)Nc2ccc(S(=O)(=O)N3CCOCC3)cc2)cc1OC |
| / | / | -8% | -7% | 1 | COc1cc(C(C)n2nnc3ccccc32)ccc1O (centres undefined) |
| / | / | -5% | -16% | 2 | COCCCN(Cc1cc(OC)c(OC)c(OC)c1)C(=S)Nc1cccc(SC)c1 |
| / | / | -11% | -3% | 3 | CN(Cc1ccccc1)S(=O)(=O)c1ccc(Cl)c(C(=O)N2CCOCC2)c1 |
| / | / | -17% | i | 3 | COc1cc(Cl)ccc1OCc1cc(C(=O)N2CCN(C3CCCCC3)CC2)no1 |
| / | / | -12% | -1% | 4 | CC(C)CC1C(=O)N(Cc2cn(CC3CCCCC3)nn2)CCS(=O)(=O)N1Cc1ccc(-c2ccc(Cl)cc2)cc1 (centres undefined) |
| / | / | -7% | 10% | -2 | O[C@@H]1C[C@H](c2ccc(Cl)cc2)N(Cc2cccs2)C[C@H]1n1cc(C2CC2)nn1 |
| / | / | -8% | -2% | 3 | CC(C)CC1NC(=O)c2cc3ccccc3cc2-n2c1nc1ccc(F)cc1c2=O (centres undefined) |
| / | / | -23% | -10% | 0 | O=C(OCc1cn([C@@H]2CN(CC3CCCCC3)[C@@H](c3ccccc3)C[C@H]2O)nn1)c1ccccc1 |
| / | / | -14% | 5% | 12 | C[C@@H]1CCCCO[C@@H](CN(C)C(=O)Cc2ccccc2)[C@@H](C)CN([C@H](C)CO)C(=O)c2cc(N(C)C)ccc2O1 |
| / | / | -17% | -7% | 0 | Cc1ccc(S(=O)(=O)N2C[C@H]3C(=O)C[C@@H](c4cccc(Cl)c4)N(S(=O)(=O)c4ccc(C)cc4)[C@H]3C[C@H]2c2ccccc2)cc1 |
| / | / | -15% | -3% | 10 | Cc1ccccc1CN(C)C[C@@H]1OCc2cnnn2CCCC(=O)N([C@H](C)CO)C[C@H]1C |
| / | / | -16% | -5% | 1 | O=C(O)c1ccc(CNC(=O)c2ccc(S(=O)(=O)N3CCCC3)cc2)cc1 |
| / | / | -18% | -11% | 6 | Cc1ccc(OCc2cc(C(=O)N(C)C3CCCc4ccccc43)no2)cc1C (centres undefined) |
| / | / | -8% | i | 2 | O=C(O)c1sc(C(=O)O)c(-c2ccccc2)c1-c1ccccc1 |
| / | / | -22% | -5% | -7 | COc1ccc(CN2C(=O)C(CC(=O)NCCCN(C)C)CC(C(=O)N(C(C)C)C(C)C)=C2C)cc1 (centres undefined) |

Next part:
| BLM helicase inh | Pol kappa inh | Pol eta inh | Tb PGK inh | RXFP1 antagonist | compound |
| --- | --- | --- | --- | --- | --- |
| / | / | -24% | -2% | 2 | CCC[C@H]1CN(c2ccc(OC)cc2)C(=O)[C@@H]1CC(=O)Nc1ccccc1 |
| / | / | -1% | i | 12 | CC(=O)OC1C(OC(C)=O)C2C(C)CC3OC(=O)C(C)C3CC2(C)C1OC(C)=O (centres undefined) |
| / | / | -13% | -1% | 12 | CC1(CSc2ccccc2)CC(=O)N1 (centres undefined) |
| / | / | -8% | -2% | 12 | O=C(COc1ccc(Cl)cc1Cl)NCCN1CCCCC1 |
| / | / | 2% | -6% | 5 | CC(=O)c1cc2c(cc1NC(=O)CSc1nnc(C3CC3)n1C)OCO2 |
| / | / | -13% | -6% | -2 | COc1cc(OC)c(NC(=O)CC2SC(N)=NC2=O)cc1Cl (centres undefined) |
| / | / | -12% | 5% | 15 | CCOC(=O)C(C(=O)OCC)C(=O)c1cccc2ccc3ccccc3c12 |
| / | / | 2% | -5% | 0 | C[C@H](CO)N1C[C@H](C)[C@H](CN(C)S(=O)(=O)c2ccc3c(c2)OCCCO3)OCc2cnnn2CCCC1=O |
| / | / | -7% | -6% | 5 | COc1ccc([C@H]2C[C@@H](O)[C@H](n3cc(COC(=O)c4ccccc4)nn3)CN2Cc2cccs2)cc1 |
| / | / | -19% | 7% | 5 | C[C@H](CO)N1C[C@H](C)[C@@H](CN(C)S(=O)(=O)c2ccc3ccccc3c2)OCc2cn(nn2)CCCC1=O |
| / | / | -8% | -2% | -1 | C[C@H](NC(=O)c1ncn2c1C(=O)N(C)CC2)C(=O)OC(C)(C)C |
| / | / | -28% | 9% | 12 | CCc1cc(-c2nnn(CCC3COCCO3)c2CC)ccc1-c1cn(Cc2ccccc2)nn1 (centres undefined) |
| / | / | -14% | -4% | 8 | COc1cc(NC(C)CCCN)c2nc(C)ccc2c1Oc1ccc(F)cc1 (centres undefined) |
| / | / | -1% | -8% | 3 | O=C(O)c1cscc1Cc1cccs1 |
| / | / | -1% | -9% | 1 | O=C1CCCC(=O)N1CCCCCCN1C(=O)CCCC1=O |
| / | / | ? | -2% | 0 | CCN1C(=O)CSC1=Nc1ccc(C(=O)OC)cc1 |
| / | / | -1% | -8% | 2 | COc1cccc(CN2CC(C(=O)NCCc3cn4cccnc4n3)CCC2=O)c1 (centres undefined) |
| / | / | -5% | 8% | 6 | Cc1ccc(C(=O)OCC(=O)Nc2cccc(Br)c2)s1 |
| / | / | -8% | -1% | -4 | COc1ccc(C(=O)NCCCC2CCCC2)cc1OC1CCN(C(C)C)CC1 |
| / | / | -3% | -7% | -2 | COc1ccccc1N1CCN(C(=O)[C@@H]2CCCN2C2=NS(=O)(=O)c3ccccc32)CC1 |

Ordered by molar mass (ascending): part of the list above.
| BLM helicase inh | Pol kappa inh | Pol eta inh | Tb PGK inh | RXFP1 antagonist | compound |
| --- | --- | --- | --- | --- | --- |
| / | / | -1% | -8% | 3 | O=C(O)c1cscc1Cc1cccs1 |
| / | / | -5% | 8% | 6 | Cc1ccc(C(=O)OCC(=O)Nc2cccc(Br)c2)s1 |
| / | / | -1% | -8% | 2 | COc1cccc(CN2CC(C(=O)NCCc3cn4cccnc4n3)CCC2=O)c1 (centres undefined) |
| / | / | -3% | -7% | -2 | COc1ccccc1N1CCN(C(=O)[C@@H]2CCCN2C2=NS(=O)(=O)c3ccccc32)CC1 |

An excerpt (hit frequency here may not be typical).
